M1 antag = antagonists of rat M1 muscarinic receptor. Muscarinic acetylcholine receptor M1 (Rattus norvegicus), P08482. CHO-M1 cells, Fluo-4 calcium, ACh EC80 antagonist mode; hits give low values. B-score at 10 µM. actives 3.4% (n = 64,000);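 active means calcium fluorescence response, raw or row-and-column corrected B-score, differing from the plate sample mean either way at a set confidence level, mostly lower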
Target sequence (P08482 whole entry, looked up): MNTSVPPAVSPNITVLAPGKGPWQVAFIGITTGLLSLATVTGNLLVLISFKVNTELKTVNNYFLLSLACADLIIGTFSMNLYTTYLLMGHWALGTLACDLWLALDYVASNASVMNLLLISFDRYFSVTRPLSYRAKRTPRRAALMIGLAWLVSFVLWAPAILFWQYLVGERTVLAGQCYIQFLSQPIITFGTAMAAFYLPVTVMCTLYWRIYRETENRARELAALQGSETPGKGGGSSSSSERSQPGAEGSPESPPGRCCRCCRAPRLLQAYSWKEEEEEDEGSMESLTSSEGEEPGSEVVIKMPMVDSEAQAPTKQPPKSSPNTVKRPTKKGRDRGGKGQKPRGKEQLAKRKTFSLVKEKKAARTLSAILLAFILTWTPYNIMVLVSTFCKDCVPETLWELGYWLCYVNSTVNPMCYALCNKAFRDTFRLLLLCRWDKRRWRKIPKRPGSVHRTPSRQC
Ecoli tolC = growth inhibitors of E. coli tolC mutant, primary screen, strain BW25113 ΔtolC::kan, 384-well. OD615. growth inhibition, % at 10 µM (by protocol). actives 2.2% (n = 65,000);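 active means growth inhibition at or above a cutoff equal to the mean over every tested compound plus 3 SD, cut at about 60% in these data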;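 further: growth measured after 20 h incubation at 37 °C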
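Test system: E. coli BW25113 ΔtolC::kan bacteria; incubation: 37 °C, 20 h exposure; medium: LB broth supplemented with 50 µg/mL kanamycin; read-out basis: percent growth inhibition; signal: A615 absorbance measurement; compound: 10 µM final, single dose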
Jurkat viability = cytotoxicity toward Jurkat T cells, primary screen, cytotoxicity control, cell-based, Jurkat E6.1, 60K MLSMR library | Jurkat E6.1 viability, ATP luminescence, 48 h | inhibition, % at 4 µM | actives 1.2% (n = 56,000);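 active means inhibition above the mean inhibition of all tested compounds plus 3 SD, cut at about 28% in these data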
D1 mod = D1 CRE-luciferase signal change, two-sided – cell-based, HEK293 D1, dopamine EC30, D1 allosteric modulator project, primary screen; dopamine EC30 potentiation; actives deviate in either direction; B-score at 10 µM; actives 5.9% (n = 58,000); D(1A) dopamine receptor (Homo sapiens), P21728;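 active means luminescence count or its row- and column-corrected plate score outside the 99.7% band of the plate's sample wells, on either side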
NADH coupling = inhibitors of PK/LDH coupling enzymes, profiling panel, artefact control, biochemical, MLSMR library; coupled PK/LDH NADH assays, four targets; IC50, µM (highest dose often 10 µM), inactives show at the top dose inhibition; actives 0.02% (n = 65,000); AID 774, 2007;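 active means single-dose screening hits from any of four coupled enzyme assays that gave an IC50 when retested across doses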;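 further: the DPM-DC format reads NADH fluorescence rather than 340 nm absorbance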
HEK293 NFkB inh = inhibitors of PMA/ionomycin-induced NF-kB reporter, primary screen, antigen receptor NF-kB inhibitor project, cell-based, HEK-293 luciferase reporter, luminescence. inhibition, % at 3 µM. actives 0.21% (n = 62,000). HEK-293 NF-kB luciferase reporter;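 active means inhibition above the mean of all tested compounds plus 3 SD, cut at about 40% in these data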;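 further: 0% = stimulated DMSO wells and 100% = 10 µM reference inhibitor 5653914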
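Timing: 1 h pretreatment, 16 h stimulation, 37 °C; system: HEK-293 cells with stable firefly luciferase reporter driven by four HIV NF-kB elements; doses: 3 µM once, 0.30% DMSO; measured by: luciferase luminescence; control set: DMSO and 10 µM reference inhibitor; repeats: single test; reagent: PMA plus ionomycin mix as NF-kB-activating stimulus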
M1 ag = M1 muscarinic receptor agonists, primary screen, CHO-M1 cells, Fluo-4 calcium, agonist mode. Muscarinic acetylcholine receptor M1. Fluo-4 calcium fluorescence; hits give high values. B-score at 10 µM. actives 3% (n = 64,000);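 active means fluorescence rise, raw or as B-score row- and column-corrected plate score, outside the 99.7% band of its plate's samples, either direction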
SF1 activator = activators of human SF-1, primary screen, cell-based, CHO-K1, Gal4-SF-1 LBD, luciferase luminescence. AID 522, 2006. CHO-K1 Gal4-SF-1 LBD luciferase reporter; % increase over DMSO SF-1-specific signal. actives 1.9% (n = 65,000). Steroidogenic factor 1 (Homo sapiens), Q13285. activation, % at 10 µM;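 active means activation above the mean activation of all tested compounds plus 3 SD, cut at about 50% in these data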
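Test system: CHO-K1 cells co-transfected with Gal4 DBD–human SF-1 LBD, 5xGal4 luciferase reporter. Quantity: 4,000 cells per well. Compound: 10 µM only. Incubation: compound added 1 h post-seeding, 20 h exposure at 37 °C, 5% CO2. Detection: SteadyLite luciferase luminescence. Replication: one test per compound.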
TNAP act DEA = human TNAP enzyme activators, primary screen, biochemical, luminescent, intermediate phosphate acceptor level | Alkaline phosphatase, tissue-nonspecific isozyme (Homo sapiens), P05186 | purified TNAP, CDP-star luminescence, 100 mM DEA, 30 min; hits give high values; scale: 0 levamisole-inhibited, 1 vehicle-only enzyme | activation factor at 20 µM | 64,000 tested, under 10 active | AID 813, 2007;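 active means activation factor of at least 2 at 20 µM, relative to controls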
Target sequence (P05186 whole entry, looked up): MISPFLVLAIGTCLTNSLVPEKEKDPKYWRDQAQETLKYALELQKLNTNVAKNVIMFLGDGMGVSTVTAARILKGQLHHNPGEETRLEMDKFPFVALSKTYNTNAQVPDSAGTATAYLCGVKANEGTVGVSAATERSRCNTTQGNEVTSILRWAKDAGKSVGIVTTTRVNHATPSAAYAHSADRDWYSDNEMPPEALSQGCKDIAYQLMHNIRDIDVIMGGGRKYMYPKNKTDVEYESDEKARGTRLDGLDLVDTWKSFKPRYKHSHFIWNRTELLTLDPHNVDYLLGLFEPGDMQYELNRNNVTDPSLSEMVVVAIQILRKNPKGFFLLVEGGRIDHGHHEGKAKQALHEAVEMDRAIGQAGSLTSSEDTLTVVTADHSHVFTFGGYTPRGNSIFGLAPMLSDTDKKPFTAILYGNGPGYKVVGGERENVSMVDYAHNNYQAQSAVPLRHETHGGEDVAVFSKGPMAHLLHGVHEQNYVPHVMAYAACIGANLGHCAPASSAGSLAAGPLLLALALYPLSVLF
Active calls of the source: *; nt = no result given; [ ] = dose if it differs, or a comment.

no.	Structure	M1 antag	Ecoli tolC	Jurkat viability	D1 mod	NADH coupling
1	CCOC(=O)c1cc(NC(=O)Nc2ccc(OC)c(OC)c2)c(C)nc1C	1.2	-3	1	-2.4	5%
2	COC(=O)c1ccccc1NC(=O)c1noc2c1CCCC2	0.21	1	5	-1.2	8%
3	CC1Cc2ccccc2N1C(=O)CSc1nnnn1Cc1ccccc1 (configuration not stated)	-1.6	49	-3	nt	4%
4	Cc1sc(NC(=O)CSc2nnnn2C2CCCC2)c(C#N)c1C	-1.6	-3	-4	0.13	5%
5	Cc1ccc(-n2c(CSc3nc(C)cc(C)n3)nnc2SCC(=O)N2CCCC2)cc1	0.074	11	-4	0.4	5%
6	CC1CC(C)CN(C(=O)CCCn2c(=S)[nH]c3ccccc3c2=O)C1 (configuration not stated)	0.44	38	-4	0.52	7%
7	COCC(C)n1c(C)cc(C(=O)COC(=O)c2nc3nc(C)cc(C)n3n2)c1C (configuration not stated)	0.00045	-24	-2	0.47	8%
8	CC(=O)Nc1ccc(Nc2ncnc3c2cnn3-c2cccc(C)c2)cc1	0.071	-20	-3	-1	10%
9	Cc1[nH]nc(N=CC2=C(O)CC(C)(C)CC2=O)c1-c1ccccc1	0.72	-5	9	2.5	5%
10	Cc1cc(Cl)c(S(=O)(=O)NC(C(=O)O)c2ccccc2)cc1OCC(N)=O (configuration not stated)	-0.15	-13	-7	0.4	4%

no.	HEK293 NFkB inh	M1 ag	SF1 activator	TNAP act DEA
1	6	-0.0037	1	0.9
2	0	0.64	6	0.9
3	-1	0.55	4	0.9
4	10	-0.83	3	1
5	5	0.17	0	0.9
6	23	-0.00031	-3	0.9
7	18	0.98	2	0.9
8	-9	-0.64	24	0.9
9	7	-0.22	30	1.1
10	12	0.61	6	0.9

New compounds follow.
no.	Structure	M1 antag	Ecoli tolC	Jurkat viability	D1 mod	NADH coupling
11	CCn1c(C2CC(=O)N(c3cc(C)cc(C)c3)C2)nc2ccccc21 (configuration not stated)	-0.93	10	-2	0.19	2%
12	CCOC(=O)c1ccc(N2C(=O)CC(SCC(N)C(=O)OCC)C2=O)cc1 (configuration not stated)	0.25	-7	nt	-0.35	6%
13	COCCNC(=O)CSc1nc2ccccc2c(=O)n1CCCC(=O)NCc1ccccc1	0.5	-14	nt	-0.12	6%
14	CC(c1nnnn1C1CCCCC1)N(Cc1ccccc1)Cc1cccnc1 (configuration not stated)	0.43	49	5	-0.51	5%
15	CCOc1cccc2cc(-c3nnc(-c4ccccc4)o3)c(=O)oc12	0.13	-19	-4	-0.8	8%
16	CCOC(=O)c1[nH]c2ccccc2c1NC(=O)c1cc(OC)c(OC)c(OC)c1	0.26	13	-6	1	10%
17	COc1ccc(CCNC(=O)CSc2nnc(CNC(=O)c3cccs3)o2)cc1OC	1	-22	nt	-0.28	4%
18	O=C(O)CCCCCNS(=O)(=O)c1ccc(Cl)cc1	1.1	-9	3	-0.029	2%
19	N#CC(C(=O)NCc1ccco1)c1nc2ccccc2nc1N1CCOCC1 (configuration not stated)	-1.1	7	2	0.097	5%
20	CCOC(=O)c1cc(-c2ccncc2)nc2c1c(C)nn2C	-1.2	7	1	1.5	12%[fluoresces]

no.	HEK293 NFkB inh	M1 ag	SF1 activator	TNAP act DEA
11	7	-0.73	-2	1
12	26	0.29	-14	0.9
13	14	-0.73	2	0.9
14	4	0.46	12	0.9
15	-6	0.35	16	0.9
16	-5	1.1	17	nt
17	15	0	1	0.9
18	6	0.049	8	1
19	35	2.1	0	0.9
20	34	3.7	15	0.9

Another view of some results above:
cpd	mol	M1 antag	Ecoli tolC	Jurkat viability	D1 mod	NADH coupling	HEK293 NFkB inh	M1 ag	SF1 activator	TNAP act DEA
17	COc1ccc(CCNC(=O)CSc2nnc(CNC(=O)c3cccs3)o2)cc1OC	1	-22	nt	-0.28	4%	15	0	1	0.9
18	O=C(O)CCCCCNS(=O)(=O)c1ccc(Cl)cc1	1.1	-9	3	-0.029	2%	6	0.049	8	1
19	N#CC(C(=O)NCc1ccco1)c1nc2ccccc2nc1N1CCOCC1 (configuration not stated)	-1.1	7	2	0.097	5%	35	2.1	0	0.9

Later entries.
no.	Structure	M1 antag	Ecoli tolC	Jurkat viability	D1 mod	NADH coupling
21	COc1ccc(C(=O)C(CN2CCOCC2)c2ccccc2)cc1F (configuration not stated)	-0.67	78*	96*	0.3	6%
22	O=C(CCc1nc2ccccc2c(=O)[nH]1)OCC(=O)N1CCN(S(=O)(=O)c2ccccc2)CC1	0.99	-9	-8	0.43	9%
23	Cn1c(SCC(=O)Nc2nccs2)nnc1-c1ccncc1	-6.1*	-21	-3	-0.13	6%
24	CCCn1c(CNc2ccc(Br)cc2)nc2ccccc21	-1.5	100*	16	0.18	2%
25	COc1cc(NC(=O)CN2C(=O)c3ccccc3C2=O)c(C(=O)O)cc1OC	-0.5	2	nt	0.3	4%
26	Cc1ccc(Nc2ncnc3nc[nH]c23)cc1Cl	0.28	-15	-2	-3.5*	4%
27	Cn1cccc1Cc1nnc(SCC(=O)Nc2ccc3c(c2)OCCO3)n1-c1ccc(F)cc1	-0.38	9	0	0.033	8%
28	O=C1c2ccccc2C(Nc2ccc(F)c(Cl)c2)N1c1ccccn1 (configuration not stated)	1.3	2	3	3.4	3%
29	O=C(O)CCC(=O)Nc1nnc(C(F)(F)F)s1	0.28	4	5	-0.22	3%
30	COc1ccc(CCNC(=O)c2sc(=S)n(C)c2N)cc1	0.43	2	4	-0.17	12%

no.	HEK293 NFkB inh	M1 ag	SF1 activator	TNAP act DEA
21	31	-0.24	-11	1
22	0	1.4	-2	0.9
23	4	-0.6	5	0.9
24	4	-1.7	2	0.9
25	0	0.66	4	0.9
26	-23	-0.81	43	1.1
27	9	-0.64	-6	0.9
28	8	1.9	4	0.9
29	18	0.023	-8	0.9
30	6	-0.04	-5	1

Continued.
no.	Structure	M1 antag	Ecoli tolC	Jurkat viability	D1 mod	NADH coupling
31	COc1ccc(C(N)CCc2ccc(C)o2)cc1 (configuration not stated)	-0.36	-18	7	1.6	7%
32	CNc1nc(N)c(C(=O)C(C)(C)C)s1	-1.8*	-3	1	nt	1%
33	CCc1nc(SCc2cccnc2)c2c(=O)n(C)c(=O)n(C)c2n1	-0.89	4	-3	3.2	1%
34	Cc1cnc(NC(=O)COc2ccccc2Cl)s1	-1.2	8	7	1.5	6%
35	O=C(Nc1nnc(C(F)(F)F)s1)c1cccnc1	0.82	8	4	-1.6	4%
36	CN1CCN(S(=O)(=O)c2cccc(C(=O)Nc3sc4c(c3C(N)=O)CCCC4)c2)CC1	0.35	-5	-2	0.38	4%
37	CCOC(=O)c1c(NC(=O)CSc2ncn[nH]2)sc(C)c1C	0.86	27	-3	1.3	7%
38	CCOc1cccc(N2C(=O)CC(N(CCc3ccc(OC)c(OC)c3)C(=O)CC)C2=O)c1 (configuration not stated)	-0.2	14	nt	3.4	4%
39	COC(=O)Cn1ncc2c(C)n(Cc3ccccc3)c(C)c2c1=O	0.74	-2	4	-1.7	1%
40	CCOc1ccc2[nH]c(=O)c(CN(CCO)C(=O)c3ccccc3F)cc2c1	0.016	0	3	0.064	6%

no.	HEK293 NFkB inh	M1 ag	SF1 activator	TNAP act DEA
31	7	-0.011	11	0.9
32	0	1.2	7	0.9
33	10	1.3	9	0.9
34	30	-0.38	-60	0.9
35	-37	-0.41	60*	0.9
36	4	-1.3	2	0.9
37	15	1.8	13	1
38	nt	0.067	9	0.8
39	-1	-0.084	15	0.9
40	12	0.13	11	0.9

Along the list, as entered above.
Compounds 32–35 in TNAP act DEA, in turn: 0.9, 0.9, 0.9, 0.9
Compounds 32–35 in D1 mod, in turn: nt, 3.2, 1.5, -1.6
Compounds 32–35 in HEK293 NFkB inh, in turn: 0, 10, 30, -37

Reprinted, compounds 38–40
no.	Structure	M1 antag	Ecoli tolC	Jurkat viability	D1 mod	NADH coupling
38	CCOc1cccc(N2C(=O)CC(N(CCc3ccc(OC)c(OC)c3)C(=O)CC)C2=O)c1 (configuration not stated)	-0.2	14	nt	3.4	4%
39	COC(=O)Cn1ncc2c(C)n(Cc3ccccc3)c(C)c2c1=O	0.74	-2	4	-1.7	1%
40	CCOc1ccc2[nH]c(=O)c(CN(CCO)C(=O)c3ccccc3F)cc2c1	0.016	0	3	0.064	6%

no.	HEK293 NFkB inh	M1 ag	SF1 activator	TNAP act DEA
38	nt	0.067	9	0.8
39	-1	-0.084	15	0.9
40	12	0.13	11	0.9

Going on with the list.
no.	Structure	M1 antag	Ecoli tolC	Jurkat viability	D1 mod	NADH coupling
41	CCc1[nH]nc2c1C(c1ccncc1)C(C#N)=C(N)O2 (configuration not stated)	-0.66	-15	-8	0.025	3%
42	Cc1ccc(Nc2nc(N)nc(CN3CCCCCC3)n2)cc1	0.18	2	-1	0.39	2%
43	CC(C)CNc1oc(-c2ccc(F)cc2)nc1C#N	-0.37	-14	-4	13*	2%[fluoresces]
44	CC1CCCC(C)N1C(=O)c1cc(-c2ccc(Cl)c(Cl)c2)on1 (configuration not stated)	0.38	57	-3	0.012	6%
45	Cc1ccc(CNC(=O)c2cccc(OCc3c(C)noc3C)c2)cc1	-2	18	1	1.4	4%
46	COC(=O)CSc1nc2cc(OC)ccc2cc1C#N	-0.013	20	0	-1.6	7%
47	Brc1ccc(-c2nn3c(-c4ccco4)nnc3s2)o1	-0.4	-2	2	4.1*	7%
48	CC1CCCCN1CCNS(=O)(=O)c1ccc2c(c1)oc(=O)n2C (configuration not stated)	-0.028	-10	2	-0.19	2%
49	CCOC(=O)CSc1nc2sc3c(c2c(=O)[nH]1)CC(C)(C)OC3	1	16	nt	nt	1%
50	CC(=O)Nc1ccc(C(=O)CSc2ncn(-c3ccccc3)n2)cc1	-0.73	2	1	0.66	4%
51	C=CCOC(=O)C1=C(C)Nc2nc3ccccc3n2C1c1ccncc1 (configuration not stated)	-0.0072	5	6	1.9	5%
52	CCSc1ccccc1C(=O)Nc1cc(C)on1	-3.8*	-10	-3	-0.91	8%
53	CCCC(=O)Nc1cccn(Cc2ccccc2Br)c1=O	0.56	-1	5	nt	5%

no.	HEK293 NFkB inh	M1 ag	SF1 activator	TNAP act DEA
41	16	0.016	3	0.8
42	10	0.0092	-1	0.9
43	2	0.92	-3	0.8
44	-17	0.53	26	0.9
45	7	-0.4	-2	1
46	-48	-0.012	9	1
47	5	0.21	-2	0.9
48	10	-0.54	8	0.9
49	nt	0.67	1	1
50	10	-1.3	-2	0.9
51	10	-0.49	1	0.9
52	7	-0.61	-14	1
53	16	0.56	1	0.9
